Screening data: PubChem, several laboratories
PG9 binder – PG9 antibody binding by small molecule; TR-FRET gp120-PG9 antibody binding; inhibition, % at 6.7 µM; 360,000 compounds, 0.43% hits; AID 624416; in the data active = inhibition above about 8.5%
rCAG binder – molecules binding r(CAG) RNA repeats; r(CAG) RNA repeat, TO-PRO-1 dye displacement fluorescence; 370,000 compounds, 1.3% hits; inhibition, % at 3 µM;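 active = inhibition above the plate cutoff, the mean of all test compounds on that plate plus 3 SD, cut at about 35% in these data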;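 also: 0% = DMSO alone and 100% = 100 µM mitoxantrone as full dye displacement; higher means more dye released from RNA so lower well fluorescence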
TDP2 inh – blocks human TDP2 phosphodiesterase activity. O95551. recombinant TDP2, T5PNP hydrolysis, p-nitrophenol absorbance 415 nm. inhibition, % at 12.8 µM. 370,000 compounds, 0.34% hits;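 active = inhibition above the mean of all tested compounds plus 3 SD, set per campaign, cut at about 25% in these data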;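 also: 0% = DMSO with enzyme and 100% = buffer with substrate but no TDP2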
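Read-out basis: percent inhibition. System: recombinant human TDP2. Buffer or medium: Mg2+-containing Tris-HCl buffer, pH 7.5. Repeats: single replicate. Timing: reaction 2 h, 37 °C. Benchmarks: high control without enzyme, low control DMSO plus TDP2. Probe or stimulus: 5 mM T5PNP. Doses: 12.8 µM only. Measured by: epi absorbance of p-nitrophenol freed from T5PNP by hydrolysis.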
LEDGF integ inh – blocks HIV-1 LEDGF/p75-dependent DNA integration; TR-FRET IN-LEDGF/p75 DNA integration, Eu/Cy5; inhibition, % at 3.7 µM; 370,000 compounds, 0.64% hits; AID 743269;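 active = inhibition above the screen-wide mean plus 3 SD, cut at about 13% in these data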;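 also: signal is the Cy5 over europium emission ratio at 671 and 618 nm; 0% = plate median of compound wells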
PRMT1 inh – inhibitors of human PRMT1; Q99873; recombinant PRMT1, activity-based probe fluorescence polarization; inhibition, % at 2.79 µM; 370,000 compounds, 1.3% hits;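 active = inhibition above about 21% made by adding two undisclosed values, limit read from the data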
HTRA1 inhibitor – HTRA1 (human) protease inhibition | 340,000 compounds, 0.5% hits | inhibition, % at 5.96 µM | AID 504803 | recombinant HTRA1, FP-rhodamine activity-based probe, fluorescence polarization | Q92743; in the data active = inhibition above about 36%;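 also: 0% = enzyme with DMSO and 100% = wells lacking enzyme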
NR1D1 modulator – modulators of human Rev-erb alpha DNA binding; P20393; Rev-erbα–FITC-DNA binding, fluorescence polarization, 90 min; activity, % at 10 µM; 370,000 compounds, 0.79% hits;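 active = activity above about 14%, limit read from the data; passing the limit was not always enough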;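 also: 0% = DMSO wells with 35 nM protein and 100% = DMSO wells with 750 nM protein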
ABHD4 inh – ABHD4 (mouse) inhibition, primary FP screen. purified mABHD4, FP-Rh probe fluorescence polarization. inhibition, % at 8.92 µM. 370,000 compounds, 0.54% hits. AID 720543;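 active = inhibition exceeding the mean over every tested compound plus 3 SD, cut at about 30% in these data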;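 also: 0% = plate median of compound wells and 100% = S159A mutant with DMSO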
Target sequence (Q8VD66 whole entry, looked up): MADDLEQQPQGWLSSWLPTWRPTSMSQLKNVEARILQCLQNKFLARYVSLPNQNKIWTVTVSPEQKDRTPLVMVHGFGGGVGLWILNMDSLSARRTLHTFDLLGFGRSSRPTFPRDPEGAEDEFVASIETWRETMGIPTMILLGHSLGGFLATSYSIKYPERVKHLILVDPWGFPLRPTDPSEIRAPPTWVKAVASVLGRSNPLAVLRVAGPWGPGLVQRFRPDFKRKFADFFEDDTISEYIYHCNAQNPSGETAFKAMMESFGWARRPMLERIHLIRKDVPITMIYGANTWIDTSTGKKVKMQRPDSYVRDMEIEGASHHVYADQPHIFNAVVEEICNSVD
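Assay system: wild-type mouse ABHD4 protein; compound: single nominal dose of 8.92 µM, 0.89% DMSO final; schedule: 45 min + 60 min at 25 °C; measured by: FP readout, ex 525 nm / em 598 nm; evaluation: % inhibition of FP-Rh probe binding versus controls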
TCR-CD3 inh – inhibitors of human TCR-CD3 interaction; TAMRA-labeled TCR probe fluorescence, biochemical; inhibition, % at 9.4 µM; 360,000 compounds, 0.37% hits; AID 651800; in the data active = inhibition above about 19%;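 also: recombinant mutant TCR 2C K166C tagged with TAMRA read by polarization; 0% = receptor in buffer alone and 100% = receptor with positive control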
SIAE inh – human SIAE inhibition, primary screen; Q9HAT2; SIAE FP-Rh probe binding, fluorescence polarization; inhibition, % at 9.66 µM; 370,000 compounds, 0.69% hits;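 active = inhibition above a cutoff: mean of compounds within the control limits plus 3 SD of those, cut at about 17% in these data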;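 also: 0% = plate median of compound wells and 100% = probe without SIAE protein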
Target sequence (Q9HAT2 whole entry, looked up): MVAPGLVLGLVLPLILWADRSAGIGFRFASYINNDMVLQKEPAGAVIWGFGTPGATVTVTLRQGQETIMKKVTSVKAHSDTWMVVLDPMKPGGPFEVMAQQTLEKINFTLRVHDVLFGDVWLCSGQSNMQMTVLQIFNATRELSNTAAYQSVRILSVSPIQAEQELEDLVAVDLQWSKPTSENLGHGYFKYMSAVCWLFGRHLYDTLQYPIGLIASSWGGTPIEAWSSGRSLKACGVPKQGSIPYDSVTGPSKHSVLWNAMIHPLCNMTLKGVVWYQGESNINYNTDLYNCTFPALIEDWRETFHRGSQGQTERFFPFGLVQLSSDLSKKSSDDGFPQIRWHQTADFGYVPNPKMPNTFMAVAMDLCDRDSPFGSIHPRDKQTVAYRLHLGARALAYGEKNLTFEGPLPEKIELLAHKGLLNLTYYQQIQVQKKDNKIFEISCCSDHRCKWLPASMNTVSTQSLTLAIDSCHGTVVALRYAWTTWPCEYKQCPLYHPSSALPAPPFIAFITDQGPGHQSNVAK
Starred values were filed as active, the others as inactive; nt = no result given. Not all compounds are listed, so the mix of outcomes need not match the whole.

SMILES	PG9 binder	rCAG binder	TDP2 inh	LEDGF integ inh	PRMT1 inh	HTRA1 inhibitor	NR1D1 modulator	ABHD4 inh	TCR-CD3 inh	SIAE inh
CCOCCCn1c(=S)[nH]c2cc(C(=O)NCCc3ccccc3)ccc2c1=O	18*	-2	5	0	2	-4	43*	0	0	6
Cc1nc(NC(=O)CSc2nc3ccccc3s2)sc1C(=O)N(C)C	-0.1	6	-9	6	0	4	-3	-14	-4	-6
CCC(CC)c1nnc(NC(=O)c2c(-c3ccccc3)noc2C)s1	0.1	3	10	4	0	-4	-3	-3	-1	-3
O=C(/C=C/Nc1ccc(S(=O)(=O)Nc2ncccn2)cc1)c1cccs1	-2.0	5	4	1	2	5	-2	3	-4	-6
CNS(=O)(=O)c1cccc(C(=O)OCC(=O)c2c(N)n(C)c(=O)n(C)c2=O)c1	-0.2	0	-19	-6	8	7	1	-8	-6	-2
Cc1ccc(-c2cc(C(=O)NCc3ccc4c(c3)OCO4)no2)cc1	1.3	-1	-10	3	-5	-4	6	0	1	-2
COc1ccc(C2=C(c3ccc([N+](=O)[O-])cc3)C(=O)OC2)cc1	-0.7	-2	4	-3	1	10	-1	12	-7	-1
CCNC(=S)Nc1ccc(Cl)c([N+](=O)[O-])c1	0.4	3	22	1	-1	-3	-4	1	4	4
Cc1ccc(C(=O)N2CCN(c3ccc(F)cc3)CC2)cc1S(=O)(=O)N1CCCCC1	-1.6	-6	-8	-2	-5	-3	0	0	4	-3
CN(C)/C=C/C(=O)c1ccccc1	0.5	-1	-13	-7	7	3	1	0	-6	-3
COc1ccc(OC)c(NC(=O)c2c(NC(=O)CCC(=O)O)sc3c2CCCCC3)c1	-1.2	41*	-5	3	17	9	0	17	7	12
CCN(CC)S(=O)(=O)c1ccc2[nH]c(=O)cc(C(=O)Nc3ccc(C)cc3)c2c1	0.4	9	3	0	-3	-3	-1	-5	0	0
Cc1ccc(C(=O)Cn2nnc3c(sc4nc5c(c(-c6ccccc6)c43)CCC5)c2=O)cc1	-0.3	4	1	0	-1	-7	-1	3	8	-4
O=C(COC(=O)/C=C/c1ccc(C(F)(F)F)cc1)NCC1CCCCC1	-1.8	-7	0	0	1	8	3	3	7	-7
O=C(CN1c2cccc3cccc(c23)S1(=O)=O)N1CCOCC1	-0.7	1	-13	-2	2	2	-7	6	-1	0
O=C(Nc1ccc(Cl)cc1)C1Cc2c(-c3ccccc3)ccnc2O1 (configuration not stated)	1.0	1	4	4	3	nt	5	-8	5	-5
CCOC(=O)CN(C(=O)COc1nc(C)cc(C)c1C#N)c1ccc(F)cc1	-3.4	-10	-11	-4	2	0	1	-2	-12	-1
Cc1ccc2cccc(OCC(=O)Nc3ccc(N4CCOCC4)cc3)c2n1	-1.5	-1	0	-1	5	-9	-1	-1	-3	-6
CC(=O)c1cc(F)c(N2CCN(C(=O)C(C)(C)C)CC2)cc1C	-0.8	-4	-9	4	-2	-6	4	-4	1	12
Cc1c(C)n(-c2ccc(Cl)cc2)c2ncnc(N)c12	-1.0	2	-7	3	-4	-13	5	-6	7	11
CCCCCCCC(=O)Nc1ccc(S(=O)(=O)Nc2nccs2)cc1	-2.0	55*	-11	-3	-3	-13	7	-3	9	-5
CCCCN(C(=O)CSCc1c(C)noc1C)c1c(N)n(CCCC)c(=O)[nH]c1=O	-0.7	0	-2	8	-1	-1	5	2	2	-1
CCn1cc(C2=NOC(C(=O)Nc3cc(C)nn3-c3ccccc3)C2)c(C)n1 (configuration not stated)	-0.5	-1	6	-2	2	5	-1	0	6	2
O=c1sc2ccccc2n1COc1ccc(Cl)cc1	-1.0	2	7	0	2	-19	2	-17	-7	13
CCOC(=O)N1CCN(C(=O)CSCc2nc(-c3ccccc3C)oc2C)CC1	-0.2	-4	-4	1	2	6	0	-1	8	4
COC(=O)c1cc(CNC(=O)c2cccc(Cl)c2Cl)ccc1OC	-1.0	-3	2	0	0	nt	1	-4	-1	4
CCO[C@H]1OC(C(=O)O)=C[C@@H](c2coc3ccccc3c2=O)[C@@H]1CCCO	0.3	7	2	3	2	-2	-3	3	-4	-6
COC(=O)[C@H](CCSC)NC(=O)Nc1cc(C)ccc1C	-0.4	-2	6	-1	-3	3	-2	-1	-4	8
CCCCNC(=O)CSc1nc(COc2ccccc2)nc2ccccc12	-0.8	-3	1	-1	-4	-20	2	0	9	1
COC(=O)Cc1c(O)ccn(C2CC2)c1=O	-3.2	-1	-12	3	-7	4	2	1	-3	4
Cn1c(=O)c2c(nc(CN3CCN(C(c4ccccc4)c4ccccc4)CC3)n2CC(N)=O)n(C)c1=O	-1.1	-6	6	-2	-4	4	3	8	4	10
CN(C)[C@H]1CCN([C@H]2CS(=O)(=O)N[C@@H]2COCc2ccccc2)C1	-1.6	4	0	-1	2	nt	1	2	-3	-2
COc1ccc(C2c3[nH]c4ccccc4c3C[C@H]3C(=O)N(CCCO)CC(=O)N23)c(OC)c1 (some centres not stated)	0.9	2	8	-6	4	6	7	2	-7	-6
CN(C)c1nnnn1-c1ccccc1Oc1ncc(C(F)(F)F)cc1Cl	-1.6	-4	-1	5	-3	-2	-2	2	2	-1
CSc1ccccc1OCc1cc(C(=O)N(C)Cc2ccncn2)no1	-3.0	0	0	-2	2	2	-2	5	-8	1
COc1ccc(NC(=O)C2CCCN(S(C)(=O)=O)C2)cc1OC (configuration not stated)	0.5	2	-12	2	1	4	-1	2	-4	-2
CCC1CCCCN1C1Sc2ccc(C(=O)OC)cc2NC1=O (configuration not stated)	0.3	1	5	-4	-1	-1	-5	-3	-5	1
COC(=O)C(Nc1nccs1)(OC)C(F)(F)F (configuration not stated)	-3.1	-9	5	5	2	6	4	-11	-2	1
CSc1oc(-c2ccco2)nc1S(=O)(=O)c1ccc(F)cc1	-0.7	10	3	0	5	-7	1	17	0	1
COc1ccccc1-n1cc(-c2ccccc2)[nH]c1=S	-1.3	2	-4	-2	15	-5	-1	6	-2	2
COc1ccc(NC(=O)CSc2nnc(C3CCCCC3)o2)c(OC)c1	0.5	-5	8	2	0	4	4	-2	3	7
O=c1[nH]c(/C(=N\O)c2ccccc2)no1	-2.9	4	6	-1	2	3	9	7	5	4
CCN(CC)S(=O)(=O)c1cccc(-c2nnc(SC(C)C#N)n2Cc2ccccc2)c1 (configuration not stated)	-0.4	-5	-2	2	1	-5	-4	-10	-7	1
CONc1nc2nonc2nc1NOC	-1.7	1	-9	-4	-2	2	2	4	2	4
CCOC(=O)C1CCCN(CCC(=O)Nc2cccc(Cl)c2C)C1 (configuration not stated)	-0.5	2	-11	2	-2	-3	0	1	6	-1
CCOc1ccc(NC(=O)Nc2ccccc2C(N)=O)cc1	0.4	0	17	1	2	4	0	-2	10	2
CCOC(=O)[C@H]1[C@H]2COc3ccc(OC)cc3[C@@H]2N2C(=O)CN(CCc3c[nH]c4ccccc34)C(=O)[C@@]12C	-1.9	1	4	2	-4	-4	-2	4	0	11
COc1ccc(-c2cc(C(=O)Nc3ccc(O)cc3)c3ccccc3n2)cc1OC	2.4	13	2	3	0	-48	2	-13	11	-16
CCOC(=O)CN(C(=O)c1snc(C(N)=O)c1N)C(C(=O)NCCC(C)C)c1ccc(F)cc1 (configuration not stated)	0.1	-9	15	-2	-3	6	-1	-4	9	15
COc1nccc(NCc2ccccc2)c1C#N	0.0	-2	11	-5	3	nt	-2	5	-8	-7

(more compounds)
SMILES	PG9 binder	rCAG binder	TDP2 inh	LEDGF integ inh	PRMT1 inh	HTRA1 inhibitor	NR1D1 modulator	ABHD4 inh	TCR-CD3 inh	SIAE inh
O=C(Nc1nc2ccccc2n1CCOc1ccccc1)c1ccco1	-1.4	-3	9	6	1	-13	1	5	-2	-2
Cn1ncc(Cl)c1C(=O)NC1CCCC1	-0.3	0	6	4	-9	3	-1	1	9	-2
Cc1cccc(C(=O)OCC(=O)N(C)c2ccccc2)c1C	-1.2	-2	-14	-1	-2	0	0	4	8	-3
O=C(COc1ccc(S(=O)(=O)NC2CCCCC2)cc1Cl)N1CCN(c2ccccc2)CC1	1.1	4	8	-2	1	-29	-2	-4	4	-5
COc1ccc(CCNC(=O)Nc2ccc3c(c2)[C@]2(CC(=O)N(CC(C)C)C2c2ccccc2)C(=O)N3C)cc1OC (some centres not stated)	nt	1	-5	9	-5	nt	1	-8	nt	-3
O=C1NC[C@H](CCCCN2C[C@H](Cc3ccc(O)cc3)N(CCC3CCCCC3)C(=O)C2=O)N(CCC2CCCCC2)C1=O	0.3	6	-5	5	4	nt	0	-8	-5	4
COc1ccc(CCNC(=O)CSc2nc(=O)n3cc(C)ccc3n2)cc1OC	0.3	-1	-5	0	1	1	-3	-1	5	6
Cn1ccnc1SCC(=O)NC12CC3CC(CC(C3)C1)C2	-0.6	-5	-10	-5	0	-1	1	4	-2	-2
COc1cc(/C=N/n2cnnc2)ccc1OCc1ccc(C)cc1	-0.3	2	-20	2	2	-7	7	-30	0	-4
S=C(Nc1ccc(I)cc1)OC1CCC12CCC(c1ccccc1)CC2 (configuration not stated)	nt	17	3	-4	4	nt	5	-19	nt	-6
O=C(O)c1cc(=O)cc(C(=O)O)[nH]1	3.6	2	-8	5	10	5	0	20	-4	6
COCCNC(=O)C(c1ccc(OC)cc1)N(C(=O)Cn1nnc2ccccc21)c1cccnc1 (configuration not stated)	1.1	-1	-9	-3	1	0	2	1	-6	-6
COc1ccc(NC(=O)CN2CCN(c3nc(-c4ccc(F)cc4)cs3)CC2)c(OC)c1	-1.2	2	1	-4	3	6	-1	1	-4	-4
O=C(Cc1ccc(-c2ccccc2)cc1)Nc1ccccc1	0.0	7	-3	6	-2	-27	2	-9	1	-6
Cc1cc([N+](=O)[O-])c(C)cc1-c1ccc(/C=N/NC(=O)c2cccnc2)o1	0.0	5	6	2	-1	8	3	3	11	3
O=C(CCc1n[nH]c(=O)[nH]c1=O)N/N=C/c1ccc(Br)o1	0.2	1	15	0	-1	0	-1	-3	-2	0
CCOC(=O)c1nnc(-c2ccccc2)[nH]c1=O	-2.3	-3	4	-1	1	3	3	-1	3	-2
C=CCOC(=O)C1=C(C)Nc2ncnn2C1c1cc(Br)ccc1F (configuration not stated)	-0.6	-6	-3	-1	-3	3	6	-5	9	4
O=C(NCCN1CCN(c2ccccc2)CC1)C1CCN(S(=O)(=O)N2CCOCC2)CC1	0.1	1	-11	-7	0	2	1	-5	2	8
Oc1ccc(N=Nc2n[nH]c(-c3ccccc3)n2)cc1	-7.2	1	4	-3	0	4	12	-3	-6	-4
Nc1cc2c(cc1Br)-c1c(C(=O)O)cccc1C2O (configuration not stated)	-4.0	4	-4	-6	4	4	4	10	-5	1

Individual results from the entries so far:
Oc1ccc(N=Nc2n[nH]c(-c3ccccc3)n2)cc1 in HTRA1 inhibitor is listed with 4
O=C(NCCN1CCN(c2ccccc2)CC1)C1CCN(S(=O)(=O)N2CCOCC2)CC1 in TDP2 inh is listed with -11
